# ANO1 activ: mouse TMEM16A channel activation, primary screen; 0.3% of 340,000 active; AID 623877; HEK293 TMEM16A/YFP-H148Q/I152L, iodide quench fluorescence; active compounds read low; B-score at 10 µM;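 active means fluorescence-ratio B-score plate-corrected deviation score at least 3 library SD below zero, with starting fluorescence score within 5 deviations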;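 further: channel opened by trigger with iodide after compound preincubation; score built on the fluorescence ratio of max minus min over baseline; more negative score means more quench and so TMEM16A activation or potentiation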
# Target sequence (Q8BHY3 whole entry, looked up): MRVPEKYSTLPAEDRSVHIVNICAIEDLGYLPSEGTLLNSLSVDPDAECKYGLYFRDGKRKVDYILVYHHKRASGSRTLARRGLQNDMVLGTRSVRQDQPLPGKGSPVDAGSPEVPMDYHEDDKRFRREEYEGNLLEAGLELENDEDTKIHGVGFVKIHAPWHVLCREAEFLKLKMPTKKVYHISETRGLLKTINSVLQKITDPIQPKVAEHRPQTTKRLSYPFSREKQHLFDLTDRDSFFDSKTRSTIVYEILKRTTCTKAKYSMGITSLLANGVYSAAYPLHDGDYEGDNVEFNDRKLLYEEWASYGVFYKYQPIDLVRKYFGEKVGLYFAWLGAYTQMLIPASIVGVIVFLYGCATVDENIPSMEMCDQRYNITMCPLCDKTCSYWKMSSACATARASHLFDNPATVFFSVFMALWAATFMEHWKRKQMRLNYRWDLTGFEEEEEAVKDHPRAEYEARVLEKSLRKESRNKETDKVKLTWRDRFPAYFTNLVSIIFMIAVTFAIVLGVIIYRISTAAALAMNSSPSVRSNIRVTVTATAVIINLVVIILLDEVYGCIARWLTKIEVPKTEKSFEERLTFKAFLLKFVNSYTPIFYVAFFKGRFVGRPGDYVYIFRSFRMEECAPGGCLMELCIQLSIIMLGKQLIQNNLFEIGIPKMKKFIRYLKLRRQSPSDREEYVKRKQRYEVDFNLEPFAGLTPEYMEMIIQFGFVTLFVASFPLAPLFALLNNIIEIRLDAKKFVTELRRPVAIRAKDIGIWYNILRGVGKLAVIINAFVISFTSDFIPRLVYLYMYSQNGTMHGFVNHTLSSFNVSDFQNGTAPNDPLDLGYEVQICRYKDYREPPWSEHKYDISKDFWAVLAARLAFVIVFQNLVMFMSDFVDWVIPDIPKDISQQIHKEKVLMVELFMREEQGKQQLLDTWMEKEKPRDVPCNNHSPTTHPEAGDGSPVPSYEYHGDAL
# RGS4 pot: RGS4 potentiation or activation; HEK293 M3R/inducible RGS4, carbachol calcium flux Fluo4; active compounds read low; B-score at 10 µM; 0.92% of 310,000 active; AID 463111;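 active means B-score of the integrated calcium signal more than 4 SD below the library mean, with starting fluorescence not abnormally high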;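 further: negative B-score means reduced calcium response which marks RGS4 activation or potentiation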
#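 System: HEK293 FlpIn-TREx cells, stable M3R, doxycycline-inducible RGS4. Timing: overnight RGS4 induction, 30 min dye load 37 °C, 20 min compound RT. Also added: carbachol, ECmax concentration. Measured by: Fluo4 fluorescence kinetic imaging of calcium. Evaluation: integrated calcium ratio converted to B score.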
# SKKanGAS inh: blocks kanamycin growth of S. pyogenes SKKanGAS strain; BacTiter-Glo, 6 h; inhibition, % at 7.5 µM; 1.3% of 300,000 active; AID 1662;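 active means mean replicate score, as percent of positive control median, at least 50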;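 further: strain carries kanamycin resistance gene driven by streptokinase promoter and grows in 40 µg/ml kanamycin; loss of luminescence reflects streptokinase promoter inhibition or plain growth inhibition; 0% = median of DMSO wells and 100% = positive control at its reference dose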
# TRPC6 inh: inhibitors of mouse TRPC6 channel; Q61143; B-score at 10 µM; AID 2553; 1.1% of 310,000 active; HEK293-TRPC6, membrane potential dye, ACh-evoked depolarization; active compounds read low;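 active means B-score under library mean minus 3 SD, initial fluorescence not abnormally high, positive integrated signal ratio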;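 further: B-score derived from integrated fluorescence ratio over the kinetic read; more negative B-score means stronger inhibition of depolarization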
# HDAC3 inhib: blocks human histone deacetylase 3. O15379. recombinant HDAC3, fluorogenic peptide/trypsin coupled, fluorescence. inhibition, % at 8.3 µM. 0.15% of 320,000 active; in the data active means inhibition above about 26%, passing the limit was not always enough
# MrgX1 allo act: human MrgX1 positive allosteric modulation, primary screen; MrgX1-HEK293, Fluo-4 calcium flux, FDSS; active compounds read high; B-score at 10 µM; 0.63% of 310,000 active; AID 588675;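 active means plate-corrected calcium response at least 3 library SD above typical, normal starting fluorescence, not activating the receptor alone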;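 further: compound read alongside a low EC10 to EC30 dose of BAM8-22 agonist; peak minus trough fluorescence over baseline measured at the second addition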
# RGS4 block: human RGS4 inhibition; AID 463165; P49798; 0.45% of 310,000 active; HEK293 M3R/RGS4 inducible, Fluo-4 calcium flux; active compounds read high; triggered by carbachol at its EC20; B-score at 10 µM;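 active means B-score, a plate-corrected calcium signal, over three deviations above library mean, with baseline fluorescence within five deviations of library mean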;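 further: RGS4 expression induced by doxycycline in cells with stable M3 receptor; B-score is computed from the integrated fluorescence ratio over baseline after carbachol; higher B-score means a larger calcium signal and so more RGS4 inhibition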
# MrgX1 ag: agonists of human MrgX1 receptor. 0.44% of 310,000 active. B-score at 10 µM. MrgX1-HEK293 cells, Fluo-4 calcium fluorescence, agonist mode; active compounds read high. Q96LB2;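 active means calcium response B-score plate-corrected fluorescence ratio at least 3 library SD, with starting fluorescence B-score inside 5 SD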
#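 Material: MrgX1-expressing HEK293 cells / Dosing: compound as first of three additions / Incubation: overnight seeding, then 1 h dark dye loading / Signal: Fluo-4 NW calcium fluorescence / Evaluation: B-scored fluorescence response ratio / Benchmarks: positive and negative control wells on each plate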
# TRPC6 act: activators of mouse TRPC6 channel; Q61143; HEK293-TRPC6 membrane potential dye fluorescence; active compounds read high; B-score at 10 µM; 0.13% of 310,000 active; AID 2550;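 active means B-score of the integrated fluorescence ratio above library mean plus 3 SD, and starting fluorescence ratio within library mean plus 5 SD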;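 further: higher score means more depolarization so channel activation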
# MrgX1 antagonist: antagonists of human MrgX1 receptor; Q96LB2; MRGX1-HEK293 calcium flux, Fluo-4, BAM8-22 antagonism; active compounds read low; B-score at 10 µM; 1.3% of 310,000 active; AID 588676;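 active means calcium-response B-score plate-corrected more than 3 library SD below zero, starting fluorescence within 5 deviations, no agonist response on first addition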;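 further: peak minus trough fluorescence over baseline after final BAM8-22 challenge near maximal dose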
# ANO1 block: blocks the mouse calcium-activated chloride channel TMEM16A; HEK293 TMEM16A/YFP iodide influx fluorescence, ionomycin; normalized B-score (activity score, 25-100; higher = stronger inhibition) at 10 µM; Q8BHY3; 1.2% of 310,000 active;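 active means ratio plate-corrected score three or more library SD toward inhibition, starting fluorescence score within five deviations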;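 further: score derived from kinetic fluorescence span divided by baseline fluorescence per well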
# Numbers without * were called inactive; i = inactive; / = not tested or not shown. Rows are unselected; about 6.7% have a hit in one of these screens.
No.	canonical_smiles	ANO1 activ	RGS4 pot	SKKanGAS inh	TRPC6 inh	HDAC3 inhib	MrgX1 allo act	RGS4 block	MrgX1 ag	TRPC6 act	MrgX1 antagonist	ANO1 block
1	O=C(CNS(=O)(=O)c1ccccc1)Nc1ccc(C(F)(F)F)cc1	i	i	-0.3	i	9.2	i	i	i	i	i	i
2	CC(=O)Nc1ccc(Oc2ccccc2)cc1	i	i	6.6	i	/	i	i	i	i	i	i
3	O=C(O)c1[nH]nc2c1COc1ccccc1-2	i	i	/	i	-7.7	i	i	i	i	i	i
4	Cn1c(=O)cc(OCC(=O)NCCC2=CCCCC2)c2ccccc21	i	i	-4.3	i	/	i	i	i	i	i	i
5	O=C(CCNC(=O)c1ccccc1Cl)Nc1nnc(C2CC2)s1	i	i	-4.3	i	1.1	i	i	i	i	i	i
6	C/C(=N\Nc1ccc([N+](=O)[O-])cc1)c1ccc2c(c1)OCO2	i	i	1.3	i	4.2	i	i	i	i	i	i
7	COc1ccc(N2CSC3=C(C#N)C(c4cc(OC)ccc4OC)CC(=O)N3C2)c(OC)c1 (centres undefined)	i	i	5.6	i	42.2*	i	i	i	i	i	i
8	CCN(CC)CCn1c(=S)[nH]c2cc(C(=O)N3CC=C(c4ccccc4)CC3)ccc2c1=O	/	i	-1.3	i	-0.9	8.46*	i	i	i	i	i
9	COC(=O)c1cc(OC)c(OC)cc1NC(=S)Nc1cccc(C(C)=O)c1	i	/	/	/	1.9	i	/	i	/	i	i
10	CCOc1ccc(C(=O)CN2CCN(S(=O)(=O)c3ccc(F)cc3)CC2)cc1	i	i	0.1	i	5.2	i	i	i	i	i	i
11	O=S(=O)(N/N=C1\CC(c2ccccc2)Oc2ccccc21)c1ccccc1 (centres undefined)	/	i	12.7	i	-1.5	i	i	i	i	i	i
12	Cc1ccc(C(=O)C2=C(O)C(=O)N(Cc3cccnc3)C2c2ccc(Cl)c(Cl)c2)o1 (centres undefined)	i	i	18.9	i	8.2	i	i	i	i	i	i
13	COc1cc(NC(=O)c2c(OC)cccc2OC)ccc1NC(=O)c1cc2ccccc2o1	i	i	13.2	i	9.0	i	i	i	i	i	i
14	CCOC(=O)c1c(S(=O)(=O)N(C)Cc2ccccc2)c(C)n(C)c1C	i	i	-5.2	i	2.7	i	i	i	i	i	i
15	Cc1ccc(S(=O)(=O)N(C)C)cc1NC(=O)CCc1c[nH]c2ccccc12	i	i	-6.3	i	-3.1	i	i	i	i	i	i
16	Cc1ccc(C2=NN(S(C)(=O)=O)C(c3ccc4nccnc4c3)C2)cc1 (centres undefined)	i	i	1.8	i	7.6	i	i	i	i	i	i
17	CCOC(=O)C1CN(S(=O)(=O)c2ccc(OC)cc2)c2cc(S(=O)(=O)CC)ccc2O1 (centres undefined)	i	i	-3.6	i	-1.7	i	i	i	i	i	i
18	CC1CCN(S(=O)(=O)c2ccc3c(c2)N(CC(=O)N(C)Cc2ccco2)C(=O)CO3)CC1	i	i	9.5	i	-0.9	i	i	i	i	i	i
19	COc1ccccc1OCCn1cc(C(=O)c2ccco2)c2ccccc21	i	-7.44*	3.7	i	9.8	i	i	i	i	i	i
20	COCCNC(=O)[C@@]1(Cc2ccccc2)C=C[C@@H](C)N1C(C)=O	i	i	-0.4	i	-0.4	i	i	i	i	i	i
21	CCCCOc1ccc(C(=O)Nc2ccc(SC(F)F)cc2)cc1OC	i	i	-5.8	i	-7.5	i	i	i	i	i	i
22	O=C(c1ccc2c(c1)OCCO2)C1CCN(S(=O)(=O)c2ccc(F)cc2)CC1	i	i	/	i	0.4	i	i	i	i	i	i
23	CC(Sc1ncnc2sc(-c3ccccc3)cc12)C(=O)NCC1CCCO1 (centres undefined)	i	i	-0.1	i	1.7	i	i	i	i	i	i
24	O=C(Cc1ccccc1)Nc1ccc(NC(=O)c2ccccc2)c(Cl)c1	i	i	-4.2	i	2.9	i	i	i	i	i	i
25	COc1cc(CC(=O)OCC(=O)Nc2ncc(Cl)cc2Cl)cc(OC)c1OC	i	i	-6.4	i	-2.6	i	i	i	i	i	i
26	Cc1ccc(CSc2ncnc3c2cnn3-c2ccc(C)cc2)cc1	i	i	-4.2	i	-8.8	i	i	i	i	i	i
27	Cc1cccc(C)c1OCC(=O)NCc1nnc(SCC(=O)NC2CCCCC2)n1C	i	i	-2.8	i	0.5	i	i	i	i	i	i
28	CCCCn1c(N)c(N(CC(C)C)C(=O)COC(=O)Cc2c(C)nc3ccccc3c2C)c(=O)[nH]c1=O	i	i	-0.3	i	4.4	i	i	i	i	i	i
29	Fc1ccc(/C=N/NC(=S)Nc2cccnc2)cc1	i	i	-3.9	i	1.5	i	i	i	i	i	i
30	COc1ccc(C2CC(c3cccs3)=NN2C(=O)c2ccco2)cc1OC (centres undefined)	i	i	1.4	i	7.0	i	i	i	i	i	i
31	COc1cccc(OC)c1C(=O)Nc1c(C(=O)N2CCN(C)CC2)oc2ccccc12	i	i	-9.5	i	-12.1	i	i	i	i	i	i
32	COc1cc2cc(C(=O)O)[nH]c2c(OC)c1OC	i	i	-3.5	i	-16.9	i	i	i	i	-5.69*	i
33	CCCn1c(SCC(=O)Nc2nnc(C)s2)nnc1C1CC1	i	i	-10.5	i	2.6	i	i	i	i	i	i
34	Cn1cccc1CNC(=S)Nc1ccccc1Cl	i	i	8.5	i	0.3	i	i	i	i	i	i
35	Cc1cccc(C)c1NC(=O)CN(C)C(=O)c1cc(S(=O)(=O)N2CCOCC2)ccc1N1CCCC1	i	i	6.4	i	3.0	i	i	i	i	i	i
36	CC(CCc1ccccc1)NC(=O)c1cccnc1 (centres undefined)	i	i	4.5	i	-1.8	i	i	i	i	i	i
37	COc1ccc(Cl)cc1NC(=O)COC(C)=O	i	i	12.4	i	6.9	i	i	i	i	i	i
38	COCCNC(=O)C(C)N(c1ccc(OC)cc1)S(C)(=O)=O (centres undefined)	i	i	1.2	i	4.6	i	i	i	i	i	i
39	Cc1nn(-c2ccccc2)c(Cl)c1/C=C1\SC(=S)N(CCCCCC(=O)O)C1=O	i	i	80.2*	i	11.2	i	i	i	i	i	i
40	Clc1ccc(-c2cc(C3CCNCC3)[nH]n2)cc1	i	i	2.1	i	-1.9	i	i	i	i	i	i
41	O=C1C2C(C(=O)N1c1ccc3c(c1)OCO3)C1C=CC2C12CC2 (centres undefined)	i	i	-4.0	i	2.2	i	i	i	i	i	i
42	COc1ccc(C/C(C)=N/NC(=S)Nc2ccccc2)cc1	i	i	-14.5	i	4.4	i	i	i	i	i	i
43	CCC(C)NC(=O)CSc1nnc(-c2c[nH]c3ccccc23)o1 (centres undefined)	i	i	-2.3	i	-0.2	i	i	i	i	i	i
44	Cc1nc(C(=O)N(C)C)nn1-c1cc(Cl)ccc1Cl	i	i	2.2	i	0.6	i	i	i	i	i	i
45	Cc1ccc(S(=O)(=O)N(CC(=O)Nc2cccnc2)c2cccc([N+](=O)[O-])c2)cc1	i	i	-13.9	i	3.7	i	i	i	i	i	i
46	CCOC(=O)N1CCN(C(=O)C(=O)Nc2sc3c(c2C(N)=O)CC(C)(C)OC3)CC1	i	i	4.7	i	-2.1	i	i	i	i	i	i
47	CCOc1ccc(S(=O)(=O)N2CCCCC2)cc1NC(=O)CN1C(=O)NC(C)(c2ccc(C)cc2)C1=O (centres undefined)	i	i	-18.1	i	/	i	i	i	i	i	i
48	CCC(C)NC(=O)c1ccccc1NC(=O)c1ccc(CSc2ccc(C)cc2)cc1 (centres undefined)	i	i	3.6	i	1.7	i	i	i	i	i	i
49	COc1ccc(-c2ocnc2C(=O)Nc2ccc3c(c2)CCC3)cc1	i	i	33.4	i	-6.0	i	i	i	i	i	i
50	CN(CC(=O)NC1CCCCCC1)S(=O)(=O)c1ccc(Br)cc1	i	i	-12.7	i	1.3	i	i	i	i	i	i

# More records follow:
No.	canonical_smiles	ANO1 activ	RGS4 pot	SKKanGAS inh	TRPC6 inh	HDAC3 inhib	MrgX1 allo act	RGS4 block	MrgX1 ag	TRPC6 act	MrgX1 antagonist	ANO1 block
51	O=C(Nc1ccc(Cc2ccncc2)cc1)c1ccc(S(=O)(=O)N2CCOCC2)cc1	i	i	4.5	i	-3.1	i	i	i	i	i	i
52	CC(=O)Nc1cc(C(=O)OCc2cccc([N+](=O)[O-])c2)ccc1C	i	i	-0.6	i	-14.9	i	i	i	i	i	i
53	O=C(NCC(=O)N1CCN(S(=O)(=O)c2ccccc2)CC1)c1ccc2ccccc2c1	i	i	-0.7	i	2.7	i	i	i	i	i	i
54	O=C(c1cc(-c2ccccc2Cl)on1)N1CCN(C(=O)c2ccco2)CC1	i	i	-2.2	i	-3.1	i	i	i	i	i	i
55	CC(C)(C)c1ccc(C(=O)NNC(=O)CCC(=O)Nc2ccccc2)cc1	i	i	3.5	i	2.5	i	i	i	i	i	i
56	CCNc1nc(NCC)nc(SCCOC(=O)Nc2ccccc2)n1	i	i	-2.0	i	1.7	7.69*	i	i	i	i	i
57	CSc1cccc(NC(N)=O)c1	i	i	-8.5	i	-1.5	i	i	i	i	i	i
58	Cc1ccc(NC(=O)c2ccc3c(SCC(=O)O)c4c(nc3c2)CCCC4)c(Br)c1	i	i	-5.4	i	-1.6	i	i	i	i	i	i
59	O=C(COC(=O)c1cc(Br)ccc1O)NCC1CCCO1 (centres undefined)	i	i	14.7	i	-0.5	i	i	i	i	i	i
60	COc1cccc(-c2nnc(NC(=O)c3ccc(Cl)s3)o2)c1	i	i	96.2*	i	2.9	i	i	i	i	i	i
61	O=C(Nc1ccc(Cl)cn1)C1COc2ccccc2O1 (centres undefined)	i	i	14.0	i	-1.2	i	i	i	i	i	i
62	O=C(c1cccc(C(F)(F)F)c1)C1CCCN(Cc2cccn2-c2ccccn2)C1 (centres undefined)	i	i	-4.0	-7.54*	-1.6	i	i	i	i	i	i
63	CCOC(=O)c1c(C)[nH]c(C(=O)OCC(=O)N(C)CC(=O)Nc2ccccc2Cl)c1C	i	i	-8.9	i	0.1	i	i	i	i	i	i
64	O=C(CCCc1ccccc1)NCc1cn2ccsc2n1	i	i	-5.2	i	/	i	i	i	i	i	i
65	Cc1ccc(C(=O)N2CCCCC2)cc1S(=O)(=O)N1CCOCC1	i	i	14.6	i	-7.2	i	i	i	i	i	i
66	O=C(O)COn1c(-c2ccc(Cl)cc2)nc2ccc(Cl)cc21	i	i	1.9	i	3.5	i	i	i	i	i	i

# Assay outcomes deposited in PubChem BioAssay by several laboratories.
